High-throughput results (PubChem)
HMGR II inh – inhibitors of class II HMG-CoA reductase from Enterococcus faecalis. actives 0.41% (n = 190,000). inhibition, % at 10 µM. purified E. faecalis HMGR, NADPH absorbance 340 nm kinetic;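 active = inhibition above a set limit, the median over all tested compounds plus 3 SD, cut at about 9.5% in these data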;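 also: enzyme runs in reverse so mevalonate oxidation gives rising NADPH absorbance; 0% = complete reaction with DMSO and 100% = background rate lacking mevalonate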
G6PDH CS – inhibits Leuconostoc G6PDH, flagging false hits in G6PDH-based assays; Purified L. mesenteroides G6PDH, diaphorase/resazurin coupled fluorescence, 45 min; inhibition, % at 5 µM; actives 0.12% (n = 200,000); AID 1020; in the data active = inhibition above about 50%
Diaphorase inh – inhibits diaphorase or chemically oxidizes, flagging diaphorase assay artifacts; actives 0.69% (n = 190,000); inhibition, % at 20 µM; diaphorase resazurin-to-resorufin fluorescence, NADH, 16 min; bacterial (C. kluyveri) enzyme, not human;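 active = primary screen inhibition at 20 µM above a set limit, cut at about 50% in these data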;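 also: plate controls were DMSO with full reaction for no effect and wells lacking NADH for full effect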
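material = Clostridium kluyveri diaphorase enzyme | amount = 0.14 U/mL diaphorase, enzyme working solution | schedule = incubation 16 min, room temperature | detection = fluorescence of resorufin formed from resazurin, Ex 544/Em 590 nm | benchmarks = positive control minus NADH, DMSO neutral control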
TNAP inh hi DEA – blocks human TNAP under high phosphate acceptor concentration. P05186. purified TNAP, CDP-star luminescence, 1 M DEA. inhibition, % at 20 µM. actives 0.03% (n = 200,000). AID 1135;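 active = over 50% inhibition of tissue-nonspecific alkaline phosphatase at 20 µM in the single-dose screen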;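 also: plate controls were DMSO wells for no effect and EDTA-quenched wells as full inhibition for full effect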
Target sequence (P05186 whole entry, looked up): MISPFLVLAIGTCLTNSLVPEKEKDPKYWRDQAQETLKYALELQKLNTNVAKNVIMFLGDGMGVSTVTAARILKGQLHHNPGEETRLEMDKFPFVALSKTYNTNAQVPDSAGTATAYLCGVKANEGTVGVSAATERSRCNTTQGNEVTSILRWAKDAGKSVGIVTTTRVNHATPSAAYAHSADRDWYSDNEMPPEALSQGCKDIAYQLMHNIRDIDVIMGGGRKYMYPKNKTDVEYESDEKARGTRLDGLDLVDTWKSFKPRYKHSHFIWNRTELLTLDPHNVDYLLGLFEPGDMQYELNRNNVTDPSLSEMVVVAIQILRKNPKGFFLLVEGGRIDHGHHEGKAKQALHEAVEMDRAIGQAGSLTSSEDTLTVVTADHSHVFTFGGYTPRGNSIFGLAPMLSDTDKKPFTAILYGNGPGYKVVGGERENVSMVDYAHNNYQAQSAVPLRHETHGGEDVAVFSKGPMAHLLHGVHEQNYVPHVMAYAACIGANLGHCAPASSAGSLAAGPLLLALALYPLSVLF
Diaph act CS – diaphorase activation or chemical reduction counter-screen. Diaphorase/resazurin coupled assay, resorufin fluorescence, 16 min; active compounds read high; 1 = vehicle wells, 0 = NADH-free wells. activation factor at 20 µM. actives 0.005% (n = 190,000);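 active = diaphorase activity raised at least twofold by the compound at 20 µM; inactive = activation factor below 2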
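Test system: Clostridium kluyveri diaphorase, purified enzyme. Buffer or medium: 50 mM HEPES pH 7.4 buffer plus MgCl2 and Tween 20. Also added: 0.114 mM NADH and 0.1 mM resazurin, final amounts. Dosing: compound 20 µM once, DMSO 1%. Schedule: 16 min enzyme reaction, ambient temperature. Detection: fluorescence of resorufin, 544 nm excitation, 590 nm emission.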
PMI act hi M6P – increases human PMI activity with near-saturating mannose 6-phosphate; coupled PMI enzyme assay, resazurin fluorescence, 20 min; active compounds read high; 1 = untreated enzyme, 0 = substrate-free blank; AID 1216; activation factor at 20 µM; actives 0.34% (n = 190,000); P34949;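 active = activation factor of 2 or more at 20 µM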
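Material: human phosphomannose isomerase with PGI, G6PDH, diaphorase coupling enzymes. Quantity: 15 ng/mL PMI. Medium: HEPES pH 7.4 buffer with MgCl2 and Tween-20. Reagent: Near-saturating mannose-6-phosphate, 1.0 mM. Compound: 20 µM single dose. Times: enzyme reaction with compound 20 min at room temperature. Detection: resorufin fluorescence at Ex 544/Em 590 nm.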
TNAP act hiacc – activators of human TNAP at high phosphate acceptor concentration; purified TNAP, CDP-star luminescence, 1 M DEA, 30 min; active compounds read high; 0 = EDTA background, 1 = DMSO-only activity; activation factor at 20 µM; 200,000 tested, under 10 active; AID 1136;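 active = activation factor at least 2 at 20 µM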
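system = human TNAP | amount = enzyme diluted 1/800 final | reagent = 100 µM CDP-star substrate | signal = luminescent substrate turnover signal | dosing = one dose, 20 µM | benchmarks = EDTA negative control, DMSO positive control | measure = activation factor | timing = 30 min reaction, room temperature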
FLuc act counter – affects firefly luciferase, flagging false hits in luciferase stimulation screens | P08659 | ATPlite luciferase biochemical, luminescence, 10 min; 0 = ATP-free wells, 1 = DMSO control | activation factor at 10 µM | 200,000 tested, under 10 active;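 active = luciferase activation factor, scaled between plate controls, of at least 2 with compound at 10 µM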
Target sequence (P08659 whole entry, looked up): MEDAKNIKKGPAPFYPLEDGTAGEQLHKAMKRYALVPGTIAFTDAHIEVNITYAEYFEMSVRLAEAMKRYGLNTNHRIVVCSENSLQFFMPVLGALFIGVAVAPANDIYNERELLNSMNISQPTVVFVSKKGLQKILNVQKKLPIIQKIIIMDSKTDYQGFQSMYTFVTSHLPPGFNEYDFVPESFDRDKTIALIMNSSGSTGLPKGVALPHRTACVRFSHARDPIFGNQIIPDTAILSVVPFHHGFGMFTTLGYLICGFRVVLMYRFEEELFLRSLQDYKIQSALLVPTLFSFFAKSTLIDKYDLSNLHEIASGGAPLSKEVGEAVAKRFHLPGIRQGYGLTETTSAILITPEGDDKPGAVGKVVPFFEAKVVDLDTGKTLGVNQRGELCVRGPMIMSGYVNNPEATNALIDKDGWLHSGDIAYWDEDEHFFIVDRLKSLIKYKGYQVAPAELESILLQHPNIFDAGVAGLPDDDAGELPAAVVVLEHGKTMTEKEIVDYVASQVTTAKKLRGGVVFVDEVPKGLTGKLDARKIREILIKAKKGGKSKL
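Assay system – cell-free luciferase reagent · Medium – PBS-based ATP solution · Dosing – test compounds dosed from 2 mM stocks in 100% DMSO · Timing – 10 min, room temperature · Technique – light output (luminescence) · Measure – luminescence gain marking luciferase activators · Controls – No-ATP low control, compound-free enzyme-plus-ATP high control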
PMI act – activators of human phosphomannose isomerase | actives 0.005% (n = 190,000) | purified human PMI, coupled resazurin fluorescence, 20 min; active compounds read high; 1 = vehicle control, 0 substrate-free wells | P34949 | activation factor at 20 µM;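 active = activation factor of 2 or more at 20 µM, relative to plate controls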
TNAP inh no acc – inhibitors of human TNAP without phosphate acceptor; purified TNAP, CDP-star luminescence, 30 min; inhibition, % at 20 µM; actives 0.26% (n = 200,000); AID 1012;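 active = tissue-nonspecific alkaline phosphatase inhibition above about 50% at 20 µM in the single-dose screen, limit read from the data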;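 also: 0% = DMSO negative control and 100% = EDTA positive control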
* hit, by the source's call.

`O=C(Nc1nnc(CCc2ccccc2)s1)c1cccs1` gave HMGR II inh -5, G6PDH CS 4, Diaphorase inh 16, TNAP inh hi DEA -9, Diaph act CS 0.8, PMI act hi M6P 0.9, TNAP act hiacc 1.1, FLuc act counter 1, PMI act 1 and TNAP inh no acc -13.
For CCc1ccccc1-n1c(-c2ccncc2)n[nH]c1=S the results were HMGR II inh -4, G6PDH CS 12, Diaphorase inh 9, TNAP inh hi DEA -5, Diaph act CS 0.9, PMI act hi M6P 1.1, TNAP act hiacc 1.1, FLuc act counter 0.9, PMI act 1.1 and TNAP inh no acc -1.
For Cc1sc2c(c1C)c(=O)n(-c1ccc(F)cc1)c(=O)n2CC(=O)NCc1ccco1 the results were HMGR II inh 3, G6PDH CS -7, Diaphorase inh 4, TNAP inh hi DEA -5, Diaph act CS 1, PMI act hi M6P 1, TNAP act hiacc 1.1, FLuc act counter 1.1, PMI act 1 and TNAP inh no acc -12.
CSc1nc(-c2ccccc2)cn1-c1ccc(NC(C)=O)cc1 was read as HMGR II inh 9.8*, G6PDH CS 17, Diaphorase inh 4, TNAP inh hi DEA -2, Diaph act CS 1, PMI act hi M6P 1.7, TNAP act hiacc 1, FLuc act counter 1, PMI act 1.5 and TNAP inh no acc -8.
`O=C(COC(=O)C1CCN(S(=O)(=O)c2cccc3cccnc23)CC1)c1ccccc1` gave HMGR II inh -1, G6PDH CS 11, Diaphorase inh 18, TNAP inh hi DEA 3, Diaph act CS 0.8, PMI act hi M6P 0.9, TNAP act hiacc 1, FLuc act counter 1, PMI act 0.8 and TNAP inh no acc -14.
For O=C(CCN1C(=O)c2cccc3cccc(c23)C1=O)NCc1cccnc1 the results were HMGR II inh -3, G6PDH CS 1, Diaphorase inh -4, TNAP inh hi DEA -2, Diaph act CS 1, PMI act hi M6P 1, TNAP act hiacc 1, FLuc act counter 1, PMI act 1 and TNAP inh no acc 7.
Cc1nn(C)c(C)c1S(=O)(=O)Nc1ccc2c(c1)OCO2 was read as HMGR II inh -1, G6PDH CS 4, Diaphorase inh 10, TNAP inh hi DEA -4, Diaph act CS 0.9, PMI act hi M6P 0.8, TNAP act hiacc 1, FLuc act counter 1, PMI act 1 and TNAP inh no acc -12.
Screening O=C(CCSCc1ccccc1F)NCCc1ccccc1 returned HMGR II inh -4, G6PDH CS 5, Diaphorase inh 4, TNAP inh hi DEA -6, Diaph act CS 1, PMI act hi M6P 1.1, TNAP act hiacc 1.1, FLuc act counter 1, PMI act 1.1 and TNAP inh no acc -19.
Cc1ccc[n+](Cc2ccc([N+](=O)[O-])cc2)c1 was read as HMGR II inh -7, G6PDH CS 7, Diaphorase inh 30, TNAP inh hi DEA -6, Diaph act CS 0.7, PMI act hi M6P 1.1, TNAP act hiacc 1.1, FLuc act counter 1, PMI act 1 and TNAP inh no acc -11.
Screening CCOc1ccc(OCC)c(NC(=O)CC2Oc3ccc(C)cc3NC2=O)c1 (configuration not stated) returned HMGR II inh 4, G6PDH CS -2, Diaphorase inh 13, TNAP inh hi DEA -8, Diaph act CS 0.9, PMI act hi M6P 0.9, TNAP act hiacc 1.1, FLuc act counter 1.1, PMI act 1 and TNAP inh no acc -8.
For C=CCNC(=O)COC(=O)c1cccnc1Nc1ccccc1F the results were HMGR II inh 3, G6PDH CS 10, Diaphorase inh -10, TNAP inh hi DEA -4, Diaph act CS 1.1, PMI act hi M6P 1, TNAP act hiacc 1, FLuc act counter 1, PMI act 1.1 and TNAP inh no acc -16.
For COC(=O)c1ccc(CN(c2ccccn2)S(=O)(=O)c2ccccc2)cc1 the results were HMGR II inh 2, G6PDH CS 10, Diaphorase inh -19, TNAP inh hi DEA -5, Diaph act CS 1.2, PMI act hi M6P 1.2, TNAP act hiacc 1, FLuc act counter 1.1, PMI act 1.1 and TNAP inh no acc 2.
CC(C)c1nc2oc3c(NCc4cccnc4)ncnc3c2c2c1CCC2 was read as HMGR II inh -5, G6PDH CS 3, Diaphorase inh 33, TNAP inh hi DEA -6, Diaph act CS 0.7, PMI act hi M6P 1, TNAP act hiacc 1.1, FLuc act counter 1, PMI act 0.9 and TNAP inh no acc 4.
Cc1ccc(-c2nn3c(C)nnc3s2)cc1NCc1c(F)cccc1Cl was read as HMGR II inh -4, G6PDH CS 2, Diaphorase inh 10, TNAP inh hi DEA -6, Diaph act CS 0.9, PMI act hi M6P 0.9, TNAP act hiacc 1.1, FLuc act counter 1.1, PMI act 1 and TNAP inh no acc -5.
O=C(CN1C(=O)c2ccccc2C1=O)NCC(=O)OCC(=O)c1ccc(Br)cc1 was read as HMGR II inh -9, G6PDH CS 7, Diaphorase inh 13, TNAP inh hi DEA -4, Diaph act CS 0.9, PMI act hi M6P 0.9, TNAP act hiacc 1, FLuc act counter 0.8, PMI act 0.9 and TNAP inh no acc -10.

Grouped by structure, the entries above with a thiophene ring, fused or not (2)
`O=C(Nc1nnc(CCc2ccccc2)s1)c1cccs1` gave HMGR II inh -5, G6PDH CS 4, Diaphorase inh 16, TNAP inh hi DEA -9, Diaph act CS 0.8, PMI act hi M6P 0.9, TNAP act hiacc 1.1, FLuc act counter 1, PMI act 1 and TNAP inh no acc -13.
For Cc1sc2c(c1C)c(=O)n(-c1ccc(F)cc1)c(=O)n2CC(=O)NCc1ccco1 the results were HMGR II inh 3, G6PDH CS -7, Diaphorase inh 4, TNAP inh hi DEA -5, Diaph act CS 1, PMI act hi M6P 1, TNAP act hiacc 1.1, FLuc act counter 1.1, PMI act 1 and TNAP inh no acc -12.

(continued)
O=C(Cn1cnc2ccccc21)Nc1cccc([N+](=O)[O-])c1 was read as HMGR II inh 5, G6PDH CS 3, Diaphorase inh 0, TNAP inh hi DEA 3, Diaph act CS 1, PMI act hi M6P 1, TNAP act hiacc 1, FLuc act counter 0.9, PMI act 1.1 and TNAP inh no acc -5.
For O=C(NCC1CCCO1)/C(=C\c1ccc(Cl)cc1)NC(=O)c1ccccc1 (configuration not stated) the results were HMGR II inh -1, G6PDH CS 4, Diaphorase inh 3, TNAP inh hi DEA -1, Diaph act CS 1, PMI act hi M6P 1, TNAP act hiacc 1, FLuc act counter 1, PMI act 1 and TNAP inh no acc -4.
`O=C(Cc1c(O)c2ccccc2[nH]c1=O)NCc1ccc(F)cc1` gave HMGR II inh -2, G6PDH CS -11, Diaphorase inh 23, TNAP inh hi DEA -4, Diaph act CS 0.8, PMI act hi M6P 0.9, TNAP act hiacc 1, FLuc act counter 1, PMI act 0.8 and TNAP inh no acc -14.
Screening CC(NC(=O)c1cccc(S(=O)(=O)N(C)C)c1)c1nc2ccccc2[nH]1 (configuration not stated) returned HMGR II inh -9, G6PDH CS 2, Diaphorase inh -4, TNAP inh hi DEA -3, Diaph act CS 1, PMI act hi M6P 0.9, TNAP act hiacc 1, FLuc act counter 1, PMI act 1 and TNAP inh no acc -13.
`Cc1ccc(CNC(=O)CNS(=O)(=O)c2cccc3nsnc23)cc1` gave HMGR II inh -7, G6PDH CS 4, Diaphorase inh 14, TNAP inh hi DEA 2, Diaph act CS 0.9, PMI act hi M6P 1, TNAP act hiacc 1, FLuc act counter 1, PMI act 1 and TNAP inh no acc -10.
For COc1ccc(-c2nnc(SCCc3ccccc3)n2N)cc1 the results were HMGR II inh -1, G6PDH CS -4, Diaphorase inh 20, TNAP inh hi DEA 0, Diaph act CS 0.8, PMI act hi M6P 0.9, TNAP act hiacc 1, FLuc act counter 1, PMI act 0.8 and TNAP inh no acc -8.
Screening CCOC(=O)CNC(=O)c1ccc2[nH]c3c(c2c1)CCCC3 returned HMGR II inh 2, G6PDH CS 0, Diaphorase inh 9, TNAP inh hi DEA -1, Diaph act CS 0.9, PMI act hi M6P 0.9, TNAP act hiacc 1, FLuc act counter 1, PMI act 1 and TNAP inh no acc -2.
O=C(CC12CC3CC(CC(Br)(C3)C1)C2)NC1=NCCS1 was read as HMGR II inh -2, G6PDH CS 5, Diaphorase inh 0, TNAP inh hi DEA -3, Diaph act CS 1, PMI act hi M6P 1, TNAP act hiacc 1, FLuc act counter 1.1, PMI act 1 and TNAP inh no acc -11.
CCCN1Cc2cccc(C(=O)NCc3ccccc3)c2C1=O was read as HMGR II inh -2, G6PDH CS 2, Diaphorase inh 1, TNAP inh hi DEA 2, Diaph act CS 1, PMI act hi M6P 1, TNAP act hiacc 1, FLuc act counter 1, PMI act 1 and TNAP inh no acc -3.
Screening COc1ccc(C(=O)c2nc3c(n2O)CCCCC3)cc1 returned HMGR II inh -2, G6PDH CS 4, Diaphorase inh -6, TNAP inh hi DEA 0, Diaph act CS 1.1, PMI act hi M6P 1.1, TNAP act hiacc 1, FLuc act counter 1, PMI act 1.1 and TNAP inh no acc -7.
For COC(=O)c1ccc(Cn2c(C)cc(C)[n+]2C)o1 the results were HMGR II inh -7, G6PDH CS -2, Diaphorase inh 0, TNAP inh hi DEA -2, Diaph act CS 1, PMI act hi M6P 1.2, TNAP act hiacc 1, FLuc act counter 1, PMI act 1.1 and TNAP inh no acc -9.
`O=C(OC1CSc2nc3ccccc3n2C1)c1ccco1` (configuration not stated) gave HMGR II inh 4, G6PDH CS 4, Diaphorase inh 8, TNAP inh hi DEA -5, Diaph act CS 0.9, PMI act hi M6P 1, TNAP act hiacc 1, FLuc act counter 1.1, PMI act 1 and TNAP inh no acc -9.
CCOc1ccc(NC(=O)/C=C/c2ccccc2)c([N+](=O)[O-])c1 was read as HMGR II inh -1, G6PDH CS -17, Diaphorase inh 9, TNAP inh hi DEA 1, Diaph act CS 0.9, PMI act hi M6P 1, TNAP act hiacc 1, FLuc act counter 1, PMI act 1 and TNAP inh no acc -3.
Cc1nnc2ccc(-c3cccc(NC(=O)c4ccco4)c3)nn12 was read as HMGR II inh -5, G6PDH CS 1, Diaphorase inh 8, TNAP inh hi DEA -2, Diaph act CS 0.9, PMI act hi M6P 1, TNAP act hiacc 1, FLuc act counter 1, PMI act 1 and TNAP inh no acc -6.
